High-throughput results deposited in PubChem by several laboratories.
Glyco luc inh = increase of ERlucT glycosylation luciferase signal, primary screen, N-linked glycosylation inhibitor project, D54 ERlucT cells, luminescence, set 2; actives 0.23% (n = 360,000); D54 ERlucT glycosylation luciferase reporter, 24 h; percent of 100 nM tunicamycin response; reporter increase, % at 12.5 µM; AID 588692, 2011;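 active = mean luciferase reporter signal, scaled so untreated is 0 and the glycosylation-blocking control 100, at or above a set limit in every replicate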;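 also: luciferase carries N-glycosylation sites so blocking glycosylation raises the light; 0% = median of neutral control wells and 100% = median of 100 nM tunicamycin wells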
aDG glyco up = activators of alpha-DG glycosylation, primary screen, uHTS, Pro5-aDG cells, AlphaScreen; activation, % at 10 µM; actives 0.22% (n = 360,000); alpha-DG glycosylation AlphaScreen (IIH6); 0% Pro5, 100% B10-LARGE cell signal;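 active = activation of at least 8% versus controls, or a plate z-score of at least 8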;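 also: Pro5 are CHO cells carrying HIG-tagged alpha-DG that lacks glycosylation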
Granule exo inh = LAMP-1 surface exposure blockers, TALL-104 cells – cell-based, flow cytometry, MLPCN library, primary screen. inhibition, % at 10 µM. TALL-104 LAMP-1 surface exposure; cells stimulated with thapsigargin and PMA. actives 0.66% (n = 360,000). AID 651702, 2012;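 active = inhibition above about 55%, limit read from the data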
CaV13 ICDI inh = Primary screen for inhibitors of IQ motif and Ca2+-dependent inactivation inhibitor domain binding in CACNA1D, Förster resonance energy transfer in living cells, …; HEK cells, CFP/YFP FRET ICDI-IQ, plate reader, 10 min; percent FRET-ratio fall versus neutral wells; inhibition, % at 12.3 µM; actives 0.098% (n = 340,000);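 active = mean replicate inhibition of at least 30% and at least 1% of replicates passing that level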;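 also: 0% = median of the neutral control wells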
m5-HT2A agonist = mouse Htr2a agonists via beta-arrestin recruitment, primary screen, cell-based, luminescence; actives 0.66% (n = 360,000); 5-hydroxytryptamine receptor 2A (Mus musculus), P35363; activation, % at 7.6 µM; CHO-K1 mHTR2A beta-arrestin complementation; percent of 30 µM serotonin response;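 active = activation above a run cutoff, the mean activation of all tested compounds plus 3 SD, cut at about 14% in these data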;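 also: 0% = plate median of compound wells and 100% = 30 µM serotonin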
Target sequence (P35363 whole entry, looked up): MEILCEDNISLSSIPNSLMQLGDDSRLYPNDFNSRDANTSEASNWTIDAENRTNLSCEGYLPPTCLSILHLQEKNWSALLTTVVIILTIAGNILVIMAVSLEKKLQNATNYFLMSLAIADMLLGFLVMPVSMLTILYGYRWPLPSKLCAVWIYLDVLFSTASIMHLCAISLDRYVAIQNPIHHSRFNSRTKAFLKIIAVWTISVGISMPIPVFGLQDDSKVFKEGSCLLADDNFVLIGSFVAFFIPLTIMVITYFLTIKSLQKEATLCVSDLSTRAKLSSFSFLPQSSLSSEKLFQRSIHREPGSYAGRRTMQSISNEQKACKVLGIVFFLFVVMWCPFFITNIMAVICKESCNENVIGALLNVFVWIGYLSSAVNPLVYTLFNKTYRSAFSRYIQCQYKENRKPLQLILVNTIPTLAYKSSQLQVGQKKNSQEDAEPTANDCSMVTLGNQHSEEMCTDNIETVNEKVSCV
Vif imaging = HIV Vif self-association inhibitors, primary screen, imaging, HEK293T, single point; HEK293T cells, Vif self-association by quenched fluorescence, 24 h; inhibition, % at 7.49 µM; actives 0.35% (n = 340,000); in the data active = inhibition above about 50%, passing the limit was not always enough; also: some results filed as inactive read as strong as hits
ABCB6 inh 2 = ABCB6 transporter inhibitors, primary screen, K562-ABCB6 cells, flow cytometry, MLPCN library | K562-ABCB6 porphyrin accumulation, 1 h; active compounds read low | actives 0.19% (n = 360,000) | ATP-binding cassette sub-family B member 6 (Homo sapiens), Q9NP58 | fluorescence ratio to DMSO, % at 10 µM;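 active = fluorescence ratio to DMSO below 75%, the collection mean minus 3 SD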;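 also: signal is porphyrin accumulated inside mitochondria; 100% equals median channel fluorescence of DMSO control wells; lower ratio means ABCB6 inhibition with less porphyrin fluorescence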
Cardio protect = cardioprotection against H2O2-induced cell death, primary screen, uHTS, H9c2 cells, ATPLite luminescence; H9c2 cardiomyocytes, H2O2 injury protection, 2 h; protection from H2O2 cell death, % at 20 µM; AID 588492, 2011; actives 0.63% (n = 360,000);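 active = compounds giving at least 50% protection of heart cells from peroxide-induced death in the single-dose screen, raw or plate-pattern-corrected value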;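 also: 0% = DMSO wells with peroxide and 100% = DMSO wells without peroxide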
PDI inh = inhibitors of human PDI, primary screen, biochemical, turbidity, single point, plate reader; actives 0.052% (n = 350,000); Protein disulfide-isomerase (Homo sapiens), P07237; inhibition, % at 10 µM; PDI insulin aggregation turbidity, A650, 90 min;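 active = mean inhibition across replicates of 30% or more, whatever share of single replicates reach that level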;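 also: absorbance from insulin aggregation driven by PDI reduction with DTT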
Target sequence (P07237 whole entry, looked up): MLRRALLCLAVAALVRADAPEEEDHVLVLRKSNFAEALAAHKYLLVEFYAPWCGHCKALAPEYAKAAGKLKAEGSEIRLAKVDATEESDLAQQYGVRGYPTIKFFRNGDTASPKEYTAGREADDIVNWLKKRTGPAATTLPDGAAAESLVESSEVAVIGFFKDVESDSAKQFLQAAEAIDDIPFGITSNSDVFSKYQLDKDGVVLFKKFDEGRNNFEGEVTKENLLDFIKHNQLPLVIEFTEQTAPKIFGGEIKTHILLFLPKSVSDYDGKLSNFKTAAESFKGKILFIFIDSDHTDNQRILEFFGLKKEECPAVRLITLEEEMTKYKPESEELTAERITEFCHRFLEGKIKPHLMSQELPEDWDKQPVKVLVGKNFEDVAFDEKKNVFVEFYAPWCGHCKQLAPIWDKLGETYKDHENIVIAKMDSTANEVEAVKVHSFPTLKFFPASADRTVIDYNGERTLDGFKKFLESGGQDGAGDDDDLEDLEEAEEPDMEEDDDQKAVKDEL
iPSC survival up = enhancers of single-cell hiPSC survival, primary screen, ATPlite luminescence | 100% = ROCK inhibitor wells, 0% = DMSO | survival enhancement, % at 20 µM | actives 0.044% (n = 360,000) | AID 602274, 2012; in the data active = survival enhancement above about 18%;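 also: cells exposed to compounds for 16 hours before the ATP read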
* = called active by the depositor; nt = no result given; & = joins results of further samples. Not all compounds are listed (hit frequency here may not be typical).

Molecule | Glyco luc inh | aDG glyco up | Granule exo inh | CaV13 ICDI inh | m5-HT2A agonist | Vif imaging | ABCB6 inh 2 | Cardio protect | PDI inh | iPSC survival up
CC[C@H](OC(C)=O)C(C[C@H](C)N(C)C)(c1ccccc1)c1ccccc1 | -3 | -0.1 | 0 | nt | -3 | 1 | 99 | -3 | 2 | -0.9
CCCc1[nH]nc2c1C1(C(=O)N(Cc3ccccc3)c3ccccc31)C(C(=O)OC)=C(N)O2 (stereo not given) | 1 | 0.2 | -2 | -9 | 0 | -23 | 96 | -6 | 7 | -1.4
Nc1ccccc1C(=O)OCC(=O)Nc1ccc(Br)cc1F | 1 | 0.0 | -8 | -11 | -1 | -4 | 102 | -2 | -5 | 5.6
CSc1ccccc1NP1(=O)OCC(C)([N+](=O)[O-])CO1 (stereo not given) | 3 | 0.1 | 11 | -7 | -2 | -7 | 95 | -4 | -8 | 2.4
CCC(CC)NCc1c[nH]c2ccccc12 | -2 | 0.2 | 6 | -4 | -4 | -11 | 101 | -7 | -8 | -0.7
Cc1cccc(NC(=O)COC(=O)c2cc(C)n(C3CC3)c2C)c1 | 0 | -0.1 | 16 | -3 | 7 | 17 | 95 | -5 | 2 | -1.2
COc1cccc(C(=O)C2CCCN(Cc3ccccn3)C2)c1 (stereo not given) | -2 | 0.7 | 2 | -5 | -2 | nt | 106 | -1 | 10 | 1.8
Cc1ccc(S(=O)(=O)N(C)N=O)cc1 | 0 | 0.2 | 0 | -5 | 5 | -5 | 90 | 11 | -2 | 0.7
CC(=O)[C@H]1CC[C@H]2[C@@H]3CC[C@H]4C[C@H](O)CC[C@]4(C)[C@H]3C(=O)C[C@]12C | -1 | -0.1 | -2 | -4 | 1 | -2&-7 | 100 | 5 | -5 | 0.0
Fc1ccccc1N1CCN(Cc2ccc3c(c2)OCO3)CC1 | -2 | -0.1 | -1 | -5 | 14 | 5 | 94 | -1 | 1 | -1.2
CC(C)OC(=O)Cc1ccccc1 | 0 | 0.0 | -3 | nt | 1 | -4 | 100 | 4 | nt | -0.5
COC(=O)C1=C(c2c(C)noc2C)C[C@@H]2CC[C@H]1N2C(=O)N1CCC(O)(c2ccc(Cl)cc2)CC1 | -1 | -0.3 | -4 | -4 | -4 | -3 | 99 | 4 | -7 | 0.5
COc1ccc(C(c2nnnn2Cc2ccccc2)N2CCC3(CC2)C(=O)NCN3c2ccccc2)cc1 (stereo not given) | -2 | 0.0 | 8 | -4 | -1 | -3 | 93 | 4 | nt | 0.3
COC(=O)C1=C(c2cc3ccccc3s2)C[C@@H]2CC[C@H]1N2C(=O)NCC1CC1 | -4 | 0.2 | -5 | -10 | -1 | -9 | 103 | -16 | 0 | -1.6
COc1ccc2c3c1OC1C(O)C=CC4C(C2)[N+](C)(C)CCC341 (stereo not given) | 0 | -0.1 | -5 | -18 | 12 | 18 | 98 | 6 | -4 | -0.2
CCCC[C@@H](C)C[C@@H](C)C(=O)N(C)[C@@H](CC(C)C)C(=O)N[C@H](C(=O)N(C)[C@H](C(=O)N1C[C@@H](O)C[C@H]1C(=O)N1C(=O)C=C[C@@H]1C)C(C)C)C(C)OC(C)=O (stereo not given in full) | -5 | -0.1 | 6 | nt | 2 | -16 | 92 | -9 | 37* | -4.2
O=c1[nH]c(O)c(C=NC2CCN(Cc3ccccc3)CC2)c(=O)[nH]1 | -1 | -0.1 | 0 | nt | 3 | nt | 99 | 2 | -16 | -1.3
CC1CN=C(Nc2ccccc2)S1 (stereo not given) | 2 | 0.1 | -1 | -13 | -1 | -1 | 108 | 8 | 3 | -0.6
O=C(NN=Cc1ccc(N(CCCl)CCCl)cc1)c1cccc([N+](=O)[O-])c1 | -2 | 0.2 | -3 | -9 | 0 | 7 | 102 | -1 | -4 | 0.3
CCOP(=S)(OCC)SCOC(=O)NCC(=O)OC | 3 | 0.0 | 7 | -3 | -6 | 12 | 102 | 0 | 0 | 1.4
O=C1c2ccccc2C2(c3ccc(Cl)cc3)NCCN12 (stereo not given) | -2 | -0.2 | 1 | -1 | -1 | 8 | 91 | 6 | -3 | -1.0
COc1ccc(-n2c(/C=C/c3ccc(O)c(O)c3)nc3ccccc3c2=O)cc1 | -3 | -0.4 | 8 | -9 | 1 | -8 | 114 | 57* | -3 | -0.3
CCCCn1nnnc1C(CCSC)N1CCC2(CC1)C(=O)NCN2c1ccccc1 (stereo not given) | -1 | -0.2 | 5 | -10 | -1 | 8 | 94 | 15 | nt | 0.4
O=C1NC(=S)NC(=O)C12C(c1ccc(F)cc1)NC(=S)NC2c1ccc(F)cc1 (stereo not given) | 3 | -0.1 | 1 | nt | -1 | -4 | 99 | 1 | 4 | -1.7
Clc1cccc(Cl)c1Cl | -1 | 0.1 | 1 | nt | 1 | -1 | 104 | 1 | nt | -0.8

The last two records of the part before come first, to join the parts.
Molecule | Glyco luc inh | aDG glyco up | Granule exo inh | CaV13 ICDI inh | m5-HT2A agonist | Vif imaging | ABCB6 inh 2 | Cardio protect | PDI inh | iPSC survival up
O=C1NC(=S)NC(=O)C12C(c1ccc(F)cc1)NC(=S)NC2c1ccc(F)cc1 (stereo not given) | 3 | -0.1 | 1 | nt | -1 | -4 | 99 | 1 | 4 | -1.7
Clc1cccc(Cl)c1Cl | -1 | 0.1 | 1 | nt | 1 | -1 | 104 | 1 | nt | -0.8
COc1ccc(-c2cc(C(F)(F)F)n3nc(C(=O)N4CCC5(CC4)OCCO5)cc3n2)cc1OC | 1 | -0.3 | -6 | nt | 0 | 22 | 99 | 21 | 0 | -0.8
Cc1ccc2cc3cc(C(=O)N4CCC5(CC4)OCCO5)oc3nc2c1 | 0 | 0.2 | 6 | nt | -4 | nt | 117 | -2 | -25 | -2.3
CCOS(C)(=O)=O | 2 | 0.1 | 1 | nt | 0 | 11 | 101 | 5 | nt | 1.5
O=C(O)c1cc[c]([Hg][Cl])cc1 | -6 | -0.1 | 35 | nt | 1 | -10 | 83 | -29 | 1 | -3.9
S=C(NCCc1ccccc1)N1Cc2cc(Br)ccc2-n2nncc2C1 | -1 | -0.2 | -2 | -6 | -4 | 12 | 100 | 3 | nt | 1.2
O=C(N/N=C/c1c(O)n(C2CC2)c(=S)[nH]c1=O)c1ccccc1Cl | 0 | -0.1 | -3 | -3 | 2 | 12 | 98 | 0 | 6 | -0.4
Cn1c(O)c(C=NC2C(=O)C3(C)CCC2C3(C)C)c(=O)n(C)c1=O (stereo not given) | 2 | -0.2 | 4 | 0 | 10 | 3 | 99 | 14 | 1 | 3.8
CC(C)CN1CCN(Cc2ccc(C(F)(F)F)cc2)CC1CCO (stereo not given) | 0 | -0.1 | -1 | -4 | 0 | -7 | 100 | 3 | -9 | 0.7
CCCC(=O)NC(Oc1ccc(C(C)=O)cc1)C(Cl)(Cl)Cl (stereo not given) | 1 | -0.4 | -3 | -5 | -2 | 0 | 91 | 12 | 9 | -0.7
CCCCn1c(O)c(C(CC)=NCCCN(C)C)c(=O)[nH]c1=O | 0 | 0.1 | 1 | -6 | 1 | -6 | 100 | -2 | -6 | 5.1
CC(=O)OC1N=C(c2ccccc2)c2ccccc2NC1=O (stereo not given) | 0 | -0.3 | -4 | -5 | 3 | 2 | 96 | -2 | -2 | 2.9
Nc1ccc([N+](=O)[O-])cc1 | 1 | 0.0 | -2 | nt | -4 | -5 | 104 | -2 | nt | 1.4
Cc1ccc(NC(=O)CN2C(=O)CN=C(c3ccccc3)c3cc(Cl)ccc32)cc1 | 0 | 0.0 | -4 | -8 | 5 | -12 | 93 | 11 | -2 | 0.5
COC1=CC23CCCN2CCc2cc4c(cc2C3C1O)OCO4 (stereo not given) | -3 | -0.1 | -5 | nt | 0 | 16 | 98 | 1 | nt | -0.4
CCCCn1c(O)c(/C=N/NC(=O)c2ccncc2)c(=O)[nH]c1=O | 3 | -0.1 | 15 | -5 | 5 | -5 | 100 | 0 | 0 | -0.5
O=C1/C(=C\c2ccncc2)N2CCC1CC2 | -1 | 0.0 | 0 | -4 | -2 | 12 | 102 | 6 | 0 | -0.1
COc1ccc(OC)c(N2Cc3ccccc3C2=N)c1 | 1 | 0.1 | -1 | -5 | 1 | 2 | 101 | 2 | 5 | 0.8
N[C@@H]1C[C@H]1c1ccccc1 | 11 | 0.1 | 1 | -5 | 0 | 6 | 99 | 2 | 3 | 0.2
c1ccc2c(CNC3CCCCCC3)c[nH]c2c1 | -10 | 0.3 | -3 | nt | -1 | -6 | 104 | -2 | 8 | -4.3
CC1(O)CCC2C3CCC4=CC(=O)CCC4(C)C34OC4CC21C (stereo not given) | 0 | 0.0 | -1 | -9 | 0 | -4 | 98 | 4 | 1 | -1.1
O=C(COC(=O)Cc1ccccc1)Nc1cc(S(=O)(=O)N2CCOCC2)ccc1N1CCCC1 | 2 | 0.0 | -2 | -5 | -2 | -4 | 99 | 1 | -10 | 2.2
Cc1cc(=O)[nH]c(CCl)n1 | 1 | 0.1 | -1 | -5 | 0 | 4 | 118 | -3 | 8 | -0.6
CC(=O)OC(C)(C)/C=C/C(=O)[C@](C)(O)[C@H]1[C@H](O)C[C@@]2(C)[C@@H]3CC=C4[C@H](C[C@H](O)C(=O)C4(C)C)[C@]3(C)C(=O)C[C@]12C | -22 | 2.7 | 3 | nt | 14 | 46 | 87 | 3 | -5 | -5.9
CCOC(=O)C1CCN(/C=C2/C(=O)NC(=O)N(Cc3ccco3)C2=O)CC1 | 0 | 0.0 | -5 | nt | 1 | 2 | 98 | -11 | 3 | -1.4
Fc1ccccc1CNCCc1c[nH]c2ccccc12 | -3 | 0.3 | 12 | -2 | 19* | -22 | 100 | 9 | 11 | -0.3
COc1cccc2c1N=C1CCCC3CN(C(C)=O)CCC123 (stereo not given) | 1 | -0.2 | -4 | -9 | 5 | 10 | 102 | 1 | 1 | -1.5
CCCC12CN3CN(C1)CC(CCC)(C3)C2O (stereo not given) | 2 | -0.2 | -3 | nt | -4 | 25 | 98 | 2 | 2 | 2.6
CCN1C(=O)CC(=O)N(CC)C1=S | 0 | 0.2 | -2 | -6 | -1 | -4 | 94 | -2 | 5 | -0.5
COC(=O)C1=C(c2cc3ccccc3s2)C[C@@H]2CC[C@H]1N2C(=O)N1CCOCC1 | 24 | -0.3 | 3 | -9 | -2 | 4 | 101 | -8 | 0 | -1.9
COC(=O)C1=C(c2cc3ccccc3s2)C[C@@H]2CC[C@H]1N2C | 1 | 0.5 | -5 | -5 | -4 | 0 | 98 | 2 | 15 | -3.1
Nc1c2c(nc3sc4c(c13)CCCC4)CCCC2 | 4 | 2.2 | -3 | -12 | -1 | -9 | 94 | -9 | -4 | 0.5
